Assay outcomes (PubChem BioAssay)
MCF10A rerep: inducers of DNA re-replication in MCF 10A breast cells | MCF 10A DNA re-replication, Hoechst nuclear intensity, 48 h | Potency, µM (series often up to 46.1 µM), for the others: at the top dose activity, positive = re-replication, actives largely listed as activators | 2.9% of 350,000 active | AID 624296; also: potency is read from the fitted curve at half-maximal effect; % of control where 0% means no effect; nearly all actives have a fitted effect of over 50% in size
HT1080NT lethal: kills 2HG-producing HT-1080-NT fibrosarcoma cells; HT-1080-NT fibrosarcoma viability, CellTiter-Glo ATP luminescence, 48 h; Potency, µM (doses to about 46.1 µM), for inactives: at the top dose activity, negative = less viability, actives largely listed as cytotoxic; 1.6% of 360,000 active;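 also: NT is the 2HG producing partner of a matched IDH1 knockdown line; potency is read from the fitted curve at half-maximal effect; 0% = DMSO-treated cells and -100% = media-only wells without cells; nearly all actives have a fitted effect of over 55% in size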
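HT-1080-NT fibrosarcoma cells (2HG-overproducing), 750 cells/well in RPMI with 5% FBS, dosed after 2 h and incubated 48 h at 37C. CellTiter-Glo luminescence normalized to DMSO and no-cell wells; concentration-response curves fitted and classed.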
KB-V1 MDR tox: KB-V1 MDR subline cytotoxicity; KB-V1 MDR cells viability, CellTiter-Glo, 72 h; AID 1347076; 3.4% of 400,000 active; Potency, µM (series often up to 46.1 µM), inactives show at the highest dose activity change, negative = cytotoxicity, actives largely listed as cytotoxic; also: potency is read from the fitted curve at half-maximal effect; % is scaled to controls: 0 for no effect and ±100 for the full control effect; nearly all actives have a fitted effect of over 60% in size
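KB-V1 MDR subline cells in DMEM (phenol-red free, 10% FBS) exposed to compounds in qHTS concentration series for 72 h at 37 degrees C. Viability read by CellTiter-Glo luminescence; concentration-effect curves fitted after normalization and correction.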
KB-3-1 cytotox: KB-3-1 parental cell cytotoxicity; KB-3-1 viability, CellTiter-Glo ATP luminescence, 72 h; Potency, µM (titrated, usually from 46.1 µM), for inactives: at the top dose activity change, negative = cytotoxic, actives largely listed as cytotoxic; 1.4% of 400,000 active; AID 1347075; also: potency is read from the fitted curve at half-maximal effect; % is scaled to controls: 0 for no effect and ±100 for the full control effect; nearly all actives have a fitted effect of over 60% in size
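72 h, 37 °C compound treatment of KB-3-1 parental cells; CellTiter-Glo added, 10 min, luminescence read. Data corrected against DMSO-only plates and normalized before curve fitting.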
ATXN2 expr inh: reduces ATXN2 reporter expression in HEK-293 cells; HEK-293 ATXN2-luciferase reporter, luminescence, 24 h; Potency, µM (series often up to 57 µM), for the others: at the highest dose activity change, negative = inhibition, actives largely listed as inhibitors; 0.72% of 360,000 active; also: potency is read from the fitted curve at half-maximal effect; % is scaled to controls: 0 for no effect and ±100 for the full control effect; nearly all actives have a fitted effect of over 55% in size
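ATXN2-luciferase reporter cells (luciferase flanked by upstream and downstream ATXN2 gene portions) were treated 24 h at 37 °C with compounds at up to 57 uM. SteadyGlo luminescence gave expression; GF-AFC fluorescence gave viability.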
ATXN viability: viability counter-screen for ATXN expression inhibitors; AID 651635; Potency, µM (doses to about 56.7 µM), actives largely listed as cytotoxic; S2 cells (HEK-293 line with an ATXN2-luciferase reporter) viability, CellTiter-Fluor protease fluorescence, 24 h; 0.49% of 400,000 active; also: potency is read from the fitted curve at half-maximal effect; nearly all actives have a fitted effect of over 40% in size
HT1080 IDH1KD tx: toxicity to HT-1080 IDH1 knockdown cells (counter line); HT-1080 IDH1 knockdown viability, ATP luminescence, 48 h; Potency, µM (top dose mostly 46.1 µM), inactives show top-dose activity, negative = toxicity, hits mostly cytotoxic; 2% of 360,000 active; AID 686971;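 also: potency is read from the fitted curve at half-maximal effect; 0% = DMSO wells and -100% = cell-free medium wells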
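CellTiter-Glo luminescence after 48 h compound exposure at 37 degrees C of IDH1-knockdown HT-1080 cells in 5% FBS RPMI. %Activity scaled between DMSO wells and cell-free media wells, with curves fitted and assigned curve classes.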
SW480 rerep: induces DNA re-replication in SW480 colon adenocarcinoma cells; Potency, µM (doses to about 46.1 µM), for inactives: top-dose re-replication activation, actives largely listed as activators; 1.8% of 340,000 active; AID 624297; SW480 DNA re-replication, Hoechst DNA content imaging, 48 h; also: potency is read from the fitted curve at half-maximal effect; % of control where 0% means no effect; nearly all actives have a fitted effect of over 55% in size
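Quantitative HTS format with DMSO vehicle controls; 48 hr drug incubation at 37 C, then 40 min Hoechst staining and scanning imager measurement at 405 nm excitation.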
IL1B secr inh: blocks inflammasome-driven IL-1 beta release. 4.7% of 360,000 active. THP-1 LPS/ATP IL-1B secretion, AlphaLISA, 16 h; hits give low values. activity change, % at 57.5 µM; in the data active = activity change below about -50%; inconclusive = mostly about -30% to -49%; also: % is scaled to controls: 0 for no effect and ±100 for the full control effect
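THP-1 cells pretreated 1 hr with compounds (up to 57.5 uM final), then stimulated with LPS (250 ng/mL final) plus ATP (1.25 mM final); secreted IL-1B measured by AlphaLISA after 16 hr, decreased signal indicating inhibition.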
Numbers without * were called inactive; i = inactive; ? = inconclusive; · = no result given; & = joins results of further samples; [ ] = another dose, or the depositor's remark. Unless noted, calls follow the shape of the dose curve; as a rule, active = well fitted curve in the direction sought with a large enough effect; inconclusive = small, poorly fitted or top-dose-only effect, or another doubt; inactive = no such curve, though single readings can be large; an effect the other way counts as inactive or inconclusive.

SMILES	MCF10A rerep	HT1080NT lethal	KB-V1 MDR tox	KB-3-1 cytotox	ATXN2 expr inh	ATXN viability	HT1080 IDH1KD tx	SW480 rerep	IL1B secr inh
CCN1CCN(C(=O)/C(=C/c2cccs2)NC(=O)c2ccc(C)c(C)c2)CC1	4%	-9%	0%	3%	-4%	i	0%	?	4
C=CCOC(=O)C1=C(C)NC(C)=C(C(=O)OCC=C)C1c1ccco1	?	-10%	-14%	-13%	·	i	-2%	-13%	?
C=CCOc1cccc(C2C(C(=O)c3cccs3)=C(O)C(=O)N2Cc2cccnc2)c1 (configuration not stated)	19%	6%	2%	2%	-3%	i	0%	3%	2
Cc1ccccc1-n1c(C)c(C#N)c(=O)c(-[n+]2ccccc2)c1[S-]	6%	-6%	0%	2%	?	?	1%	i[1.84 µM]	-14
CN(C)C=Nc1ncc2c([nH]c3ccccc32)c1C#N	29%	-12%	7.3µM*	?	42%[activator]	?	-22%	15%	-27
Cc1c(C(=O)Nc2ccccc2)csc1-c1ccccc1	-31%[inhibitor]	-24%	-21%	0%	44%[activator]	i	-12%	5%	-7
CN(C)CCNc1ncnc2c1ncn2[C@H]1CN(Cc2ccco2)C[C@@H](CO)O1	·	24%	9%	0%	4%	i	0%	·	15
CCN(CC)CCC(c1ccc2c(c1)OCO2)c1c(OC)cc(OC)c2ccc(=O)oc12 (configuration not stated)	-2%	-3%	0%	0%	10%	10µM*	0%	-13%[9.22 µM]	-9
O=C(Nc1ccccc1)C1=C(O)CC(c2ccco2)CC1=Nc1ccccc1 (configuration not stated)	-3%	27%	-7%	-4%	?	?	17%	2%	2
Cc1ccc(-c2n[nH]c(=S)n2/N=C/c2cccn2C)cc1	2%	12%	0%	13%	-7%	i	16%	-5%	2
Cc1cc(NCCN2CCOCC2)n2c(nc3ccccc32)c1C#N	1%	0%	12%	6%	0%	i	3%	1%	13
CC(NC(=O)C1CCN(S(=O)(=O)N2CCC3(CC2)OCCO3)CC1)c1ccccc1 (configuration not stated)	-1%	-1%	-10%	3%	·	i	-19%	-63%[inhibitor]	11
CC(=O)Nc1ccc(S(=O)(=O)N2CCC(C(=O)NCCC(=O)Nc3nccs3)CC2)cc1	-18%	10%	19%	1%	0%	?	12%	-12%	-10
COc1cc(C(=O)NCC(c2ccc(Cl)cc2)N2CCOCC2)cc(OC)c1OC (configuration not stated)	·	·	17%	9%	2%	i	·	·	·
COc1ccc(-n2c(=O)[nH]c3c(C(N)=O)nc(C4CCCCC4)nc32)cc1	-8%	-1%	0%	3%	·	?	-1%	-135%[inhibitor]	4
O=C(NCc1ccc2c(c1)OCO2)c1ccc(S(=O)(=O)N2CCOCC2)cc1	-1%	14%	-1%	5%	7%	i	9%	-54%[inhibitor]	-18
COc1cccc(-c2noc(-c3ccc4c(c3)OCO4)n2)c1	-6%	4%	?	-19%	38%[activator]	i	5%	-22%	-12
O=C(NCc1cccc(Br)c1)c1cc(-c2ccccc2)nn1CC1CC(c2cccnc2)=NO1 (configuration not stated)	-2%	-12%	0%	0%	-7%	i	-8%	?	-18
CS(=O)(=O)N(CC(=O)NCCSCc1ccccc1Cl)c1ccccc1F	-1%	9%	-19%	-5%	·	i	2%	15%	7
Cc1ccc(C(=O)Nc2ccc(Br)cc2)cc1S(=O)(=O)NCc1ccccc1	·	·	-16%	?	?	?	·	·	·
Cc1ccc(OC(=O)c2ccc(C)c([N+](=O)[O-])c2)cn1	-4%	-12%	30%	0%	-28%	?	0%	-7%	29
CCCC(=O)NC(=S)NNC(=O)c1ccc([N+](=O)[O-])cc1	?	-10%	?	?	-21%	i	-20%	?	0
CCN(C(=O)c1ccc2c(SCC(=O)O)c3c(nc2c1)CCC3)c1cc(Cl)ccc1OC	-14%	8%	-2%	1%	·	i	0%	-15%	4
COC(=O)c1sccc1NC(=O)c1ccc(Br)s1	?	2%	-22%	9%	-25%	i	-1%	5%	14
COc1ccccc1C1CC(=O)NC(C)=C1C(=O)OC(C)C (configuration not stated)	-1%	7%	?	0%	-10%	i	1%	5%	15
C=CCC[C@H](Cc1ccc(F)cc1)C(=O)OC[C@H](Cc1c[nH]c2ccccc12)NC(=O)[C@@H](CC=C)CC(=O)N[C@H](CO)Cc1ccccc1	?	21µM*	-29%	?	0%	?	18µM*	4%	?
O=C(Oc1ccc(Br)cc1)c1cccc(S(=O)(=O)N2CCOCC2)c1	5%	3%	13%	8%	-16%	i	-17%	-9%	-2
COc1cc(C(=O)OCC(=O)Nc2ccc(N3CCOCC3)cc2)ccc1OCC(C)C	3%	2%	0%	-1%	0%	i	-1%	?	27
CNC(=O)c1ccccc1-c1cn(C)c2ccccc2c1=O	10%	18%	-2%	0%	-11%	i	23%	1%	-10
N#Cc1c(NC(=O)C2CC(c3ccccc3O)=NO2)sc2c1CCC2 (configuration not stated)	?	0%	21µM*	-12%	7%	i	-7%	-39%[inhibitor]	0
CCOC(=O)N1CCN(c2c(NCCCN3CCCCCC3)c(=O)c2=O)CC1	13%	-2%	?	19%	5%	i	-2%	-6%	8
Cn1cc(CN(CCO)Cc2cccs2)c(-c2cccc(Cl)c2)n1	16%	1%	-8%	0%	·	?	-7%	10%	-10
CC(Oc1ccccc1)C(=O)Nc1cccc(NC(=O)c2ccco2)c1 (configuration not stated)	-15%	-3%	11%	-14%	-22%	i	-1%	3%	-15
CCOc1ccc(NC(=O)Cn2cnc3sc(C)c(S(=O)(=O)N4CCN(c5ccccc5OC)CC4)c3c2=O)cc1	·	·	-3%	0%	-9%	?	·	·	·
c1ccc(C(c2nnnn2C2CCCC2)N2CCN(c3nc4ccccc4s3)CC2)cc1 (configuration not stated)	3%	-2%	-10%	0%	-6%	i	-6%	1%	-2
Cc1ccc(NC(=O)NC2CC(=O)N(c3ccc4c(c3)OCCO4)C2)cc1F (configuration not stated)	-2%	3%	-13%	-2%	-4%	i	5%	3%	5
O=C(NN=C1CCCC1)c1cccs1	-12%	13%	-4%	14%	22%	i	28%	?	9
Cc1ccc(C)c(-n2c(SCC(=O)NC(C(=O)O)C(C)C)nnc2-c2cccc(Cl)c2)c1 (configuration not stated)	2%	10%	5%	2%	5%	i	5%	-6%	0
CCc1ccc(S(=O)(=O)c2cnc3ccc(OC)cc3c2N2CCCC(C)C2)cc1 (configuration not stated)	·	·	?	-28%	-2%	?	·	·	·
Cc1cc(C)c2c(=O)cc(C(=O)Nc3ccc(C)c(Cl)c3)oc2c1	·	·	8%	5%	7%	i	·	·	·
CCCCOc1ccc(NC(=O)CSCC(=O)OCC)cc1	-1%	0%	11%	3%	-4%	i	7%	-2%	-3
CCOC(=O)N1CCN(S(=O)(=O)c2ccc3[nH]c(=O)oc3c2)CC1	0%	-1%	-6%	-9%	-12%	i	1%	4%	2
O=C(CSc1ccc(F)cc1)NCCSc1ccccc1	-1%	6%	-5%	-2%	2%	i	0%	-5%	23
O=c1c2c(-c3ccccc3)ccnc2[nH]n1-c1ccccc1	?	13%	-15%&3%	22%&1%	20%&26%	i	8%	-3%	-16
CCc1cccc(CC)c1NC(=O)CNCc1cccs1	5%	-1%	-6%	1%	-12%	i	0%	-13%	-1

Reprinted from above for reference:
SMILES	MCF10A rerep	HT1080NT lethal	KB-V1 MDR tox	KB-3-1 cytotox	ATXN2 expr inh	ATXN viability	HT1080 IDH1KD tx	SW480 rerep	IL1B secr inh
O=C(CSc1ccc(F)cc1)NCCSc1ccccc1	-1%	6%	-5%	-2%	2%	i	0%	-5%	23
O=c1c2c(-c3ccccc3)ccnc2[nH]n1-c1ccccc1	?	13%	-15%&3%	22%&1%	20%&26%	i	8%	-3%	-16
CCc1cccc(CC)c1NC(=O)CNCc1cccs1	5%	-1%	-6%	1%	-12%	i	0%	-13%	-1

Remaining list, next part:
SMILES	MCF10A rerep	HT1080NT lethal	KB-V1 MDR tox	KB-3-1 cytotox	ATXN2 expr inh	ATXN viability	HT1080 IDH1KD tx	SW480 rerep	IL1B secr inh
Cc1nc2ccc(NC(=S)N3CCCC3)cc2nc1C	0.73µM*	11%	6%	-3%	-13%	?	4%	-4%	8
O=S(=O)(c1ccccc1F)N1CCC(c2nc3ccccc3[nH]2)CC1	10%	-13%	?	-15%	-15%	i	-17%	-2%	-1
COc1ccc(/C=C(\NC(=O)c2ccccc2)C(=O)N2CCCCC2)cc1OC	-1%	7%	2%	0%	·	i	13%	12%	12
C/C(=N\OCC(=O)Nn1c(C)nc2ccccc2c1=O)c1ccccc1	2%	15%	16µM*	16%	3%	i	13%	0%	10
Cc1ccccc1-c1nnc(SCC(=O)Nc2ccc(Cl)cc2)n1N	2%	-2%	-13%	1%	-3%	i	-4%	2%	-7
COC(=O)c1c(C)[nH]c(C(=O)CSc2ncnc3sc(-c4ccccc4)cc23)c1C	?	-3%	?	?	-18%	i	-4%	-3%	26
O=C(c1ccc(COc2ccc(Br)cc2)o1)N1N=C(C(F)F)CC1(O)C(F)F (configuration not stated)	?	?	5%	0%	-15%	?	21µM*	-2%	?
Cc1cc(C)c2c(c1)SC1=NC(c3ccccc3)(C(F)(F)F)NC(=O)N12 (configuration not stated)	10%	1%	-4%	2%	18%	i	6%	-4%	-56*
CN1CCN(c2ccc(Nc3ccnc4cc(Cl)ccc34)cc2)CC1	-4%	?	?	?	3.5µM*	?	21µM*	?	-90*
CC(C)c1ccc(NC2CCCN(C(=O)CC3CCCC3)C2)cc1 (configuration not stated)	-1%	?	-1%	-6%	·	i	-20%	-8%	-5
COc1ccc(C(=O)/C=C(/C)N(C)C)cc1	35%	-3%	-17%	1%	-4%	i	1%	1%	0

Compounds were not picked by outcome, and some 11% of all compounds hit somewhere here.
